ASM inhibitor: Inhibitors of Secretory Acid Sphingomyelinase (S-ASM): qHTS | Sphingomyelin phosphodiesterase (Homo sapiens), P17405 | placental ASM, HMU-PC fluorogenic substrate, 60 min | Potency, µM (series often up to 57.5 µM), for inactives: top-dose activity change, negative = inhibition, usual class: inhibitors | 0.006% of 340,000 active | AID 504937, 2011; further: potency means the concentration at half of the fitted maximal effect
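Fluorogenic HMU-PC substrate (9 uM final) is turned over by placental ASM in 60 min at 37 C after a 10 min compound preincubation. Reaction ended by alkaline stop (pH 10), with fluorescence read at 386/447 nm.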
PTAP TSG101 blk: qHTS Assay for Iinhibitors of HIV-1 Budding by Blocking the Interaction of PTAP/TSG101; Tumor susceptibility gene 101 protein (Homo sapiens), Q99816; Fluorescence polarization, FITC-PTAP peptide / Tsg101 binding; Potency, µM (titrated, usually from 115 µM), for the others: top-dose activity change, negative = inhibition, hits mostly inhibitors; 340,000 tested, under 10 active; AID 493005, 2010; active means well fitted inhibition curve with a large enough effect in the main read-out, with a control signal flat, not every such curve was filed as active; inconclusive means small, poorly fitted or top-dose-only effect, or effect the other way, or a change in a side signal; inactive means no such curve, though single readings can be large or run the other way; further: potency means the concentration at half of the fitted maximal effect; % of control where 0% means no effect
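Tsg101 binding domain (10 uM final) was mixed with compound and a FITC-labeled PTAP peptide (50 nM final) in HEPES pH 7.5 buffer with NaCl, Tween 20, EDTA and TCEP; fluorescence polarization was read after 20 min at r.t.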
Integrin act MD: qHTS for Activators of Integrin-Mediated Alleviation for Muscular Dystrophy | AID 624291, 2012 | alpha7betagal myoblasts, beta-gal FDG fluorescence, 48 h | Potency, µM (titrated, usually from 38.3 µM), inactives show top-dose activation, actives largely listed as activators | 0.064% of 350,000 active;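 further: potency means the concentration at half of the fitted maximal effect; 100% = response of the positive control SU9516; nearly all actives have a fitted effect of over 60% in size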
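alpha7betagal+/- myoblasts (passage 13, 250/well) treated 48 h at 37C with compounds at 1:260 dilution of DMSO stock. Lysed, then beta-galactosidase activity read as FDG fluorescence (ex 480/em 540) after 30 min, with pre-read for autofluorescence.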
MBNL1-CUG inh: qHTS Assay for Inhibitors of MBNL1-poly(CUG) RNA binding; 0.036% of 280,000 active; TR-FRET MBNL1-His/biotin-(CUG)12 binding, 665/545 ratio; Muscleblind-like protein 1 (Homo sapiens), Q9NR56; Potency, µM (series often up to 57.5 µM), without a hit: top-dose activity change, negative = inhibition, actives largely listed as inhibitors; active means well fitted inhibition curve with a large enough effect in the signal ratio, with a control signal flat, not every such curve was filed as active; inconclusive means small, poorly fitted or top-dose-only effect, or effect the other way, or a change in a side signal; inactive means no such curve, though single readings can be large or run the other way; the % refers to the signal ratio; further: potency means the concentration at half of the fitted maximal effect; on the % scale 0 is the no-effect control and ±100 the full control effect
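MBNL1-His + Biotin-(CUG)12, cpd titration 92 nM–58 uM; Tb anti-His Ab 0.055 ng/ul, SA-XL665 5 nM (final); 60 min RT; ratiometric 665/545 nm, Ex 340 nm; normalized to buffer and full-complex controls.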
AT treatment: qHTS Assay for Identifying a Potential Treatment of Ataxia-Telangiectasia | Potency, µM (doses to about 57.5 µM), inactives show top-dose activation, most hits filed as activators | 0.19% of 320,000 active | […] A-T fibroblasts, KAP-1 phosphorylation AlphaLISA; neocarzinostatin DNA damage 30 min before lysis; further: potency means the concentration at half of the fitted maximal effect; % of control where 0% means no effect; nearly all actives have a fitted effect of over 45% in size
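hTERT-immortalized A-T patient fibroblasts ([…]), 500 cells/well in OPTI-MEM, 1% FBS, got compounds for 60 min, then NCS for 30 min at 37C. Lysates were then assayed for phospho-KAP-1 by AlphaLISA (anti-pKAP1 donor, anti-KAP1 acceptor beads), 6 hr at 25C.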
Menin-MLL TR inh: qHTS Assay for Inhibitors Targeting the Menin-MLL Interaction in MLL Related Leukemias: Competition With Texas Red Labeled MLL-derived Mutant Peptide. O00255. Menin + Texas Red MLL mutant peptide, fluorescence polarization. Potency, µM (highest dose often 61.6 µM), inactives show at the top dose FP activity change, negative = inhibition, usual class: inhibitors. 0.23% of 270,000 active. AID 1768, 2009; active means well fitted inhibition curve with a large enough effect in the polarisation, with a control signal flat, not every such curve was filed as active; inconclusive means small, poorly fitted or top-dose-only effect, or effect the other way, or a change in a side signal; inactive means no such curve, though single readings can be large or run the other way; the % refers to the polarisation; further: potency means the concentration at half of the fitted maximal effect; % of control where 0% means no effect; many of its hits are not listed in these tables
Mito fusion yeast: qHTS Assay for Small Molecule Inhibitors of Mitochondrial Division or Activators of Mitochondrial Fusion. S. cerevisiae fusion-defective mutant growth rescue, CellTiterGlo 48 h. Potency, µM (doses to about 46.1 µM), without a hit: at the top dose growth rescue (activation), usual class: activators. 0.23% of 320,000 active;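 further: potency means the concentration at half of the fitted maximal effect; % of control where 0% means no effect; nearly all actives have a fitted effect of over 45% in size; temperature-sensitive fusion mutants such as fzo1-1 at 37 °C on non-fermentable ethanol glycerol medium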
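Compounds are tested for their ability to restore growth of mitochondrial fusion-defective yeast strains at non-permissive 37C in YPEG medium over 48 hours. Viability is quantified by luciferase luminescence.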
TSHR antagonist: Antagonists of the Thyroid Stimulating Hormone Receptor: HTS campaign. AID 504810, 2011. Thyrotropin receptor (Homo sapiens), P16473. TSHR-expressing cells, TSH-stimulated cAMP HTRF, 2 h; hits give low values. activity change, negative = inhibition, % at 11.5 µM. 0.2% of 330,000 active;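 active means activity change below a set negative limit, meaning inhibition stronger than a set level, cut at about -70% in these data; inconclusive means activity change between two set negative limits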; further: on the % scale 0 is the no-effect control and ±100 the full control effect
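Read-out is FRET at 665 nm (cryptate excitation 337 nm) from a cryptate-tagged anti-cAMP antibody, competed by cell cAMP against cAMP-d2. Compounds are tested on freshly harvested TSHR cells challenged with 4nM TSH (EC80) for 2 hours at 37 deg C.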
MLL CXXC-DNA inh: qHTS Fluorescence Polarization Assay for Inhibitors of MLL CXXC domain - DNA interaction. Histone-lysine N-methyltransferase 2A (Homo sapiens), Q03164. MLL-CXXC / FITC-HOXA9 DNA fluorescence polarization. Potency, µM (series often up to 115 µM), without a hit: at the top dose activity change, negative = inhibition, hits mostly inhibitors. 0.037% of 290,000 active; active means well fitted inhibition curve with a large enough effect in the polarisation, with a control signal flat, not every such curve was filed as active; inconclusive means small, poorly fitted or top-dose-only effect, or effect the other way, or a change in a side signal; inactive means no such curve, though single readings can be large or run the other way; the % refers to the polarisation; further: potency means the concentration at half of the fitted maximal effect
Target sequence (Q03164 whole entry, looked up, the tested form may be a part): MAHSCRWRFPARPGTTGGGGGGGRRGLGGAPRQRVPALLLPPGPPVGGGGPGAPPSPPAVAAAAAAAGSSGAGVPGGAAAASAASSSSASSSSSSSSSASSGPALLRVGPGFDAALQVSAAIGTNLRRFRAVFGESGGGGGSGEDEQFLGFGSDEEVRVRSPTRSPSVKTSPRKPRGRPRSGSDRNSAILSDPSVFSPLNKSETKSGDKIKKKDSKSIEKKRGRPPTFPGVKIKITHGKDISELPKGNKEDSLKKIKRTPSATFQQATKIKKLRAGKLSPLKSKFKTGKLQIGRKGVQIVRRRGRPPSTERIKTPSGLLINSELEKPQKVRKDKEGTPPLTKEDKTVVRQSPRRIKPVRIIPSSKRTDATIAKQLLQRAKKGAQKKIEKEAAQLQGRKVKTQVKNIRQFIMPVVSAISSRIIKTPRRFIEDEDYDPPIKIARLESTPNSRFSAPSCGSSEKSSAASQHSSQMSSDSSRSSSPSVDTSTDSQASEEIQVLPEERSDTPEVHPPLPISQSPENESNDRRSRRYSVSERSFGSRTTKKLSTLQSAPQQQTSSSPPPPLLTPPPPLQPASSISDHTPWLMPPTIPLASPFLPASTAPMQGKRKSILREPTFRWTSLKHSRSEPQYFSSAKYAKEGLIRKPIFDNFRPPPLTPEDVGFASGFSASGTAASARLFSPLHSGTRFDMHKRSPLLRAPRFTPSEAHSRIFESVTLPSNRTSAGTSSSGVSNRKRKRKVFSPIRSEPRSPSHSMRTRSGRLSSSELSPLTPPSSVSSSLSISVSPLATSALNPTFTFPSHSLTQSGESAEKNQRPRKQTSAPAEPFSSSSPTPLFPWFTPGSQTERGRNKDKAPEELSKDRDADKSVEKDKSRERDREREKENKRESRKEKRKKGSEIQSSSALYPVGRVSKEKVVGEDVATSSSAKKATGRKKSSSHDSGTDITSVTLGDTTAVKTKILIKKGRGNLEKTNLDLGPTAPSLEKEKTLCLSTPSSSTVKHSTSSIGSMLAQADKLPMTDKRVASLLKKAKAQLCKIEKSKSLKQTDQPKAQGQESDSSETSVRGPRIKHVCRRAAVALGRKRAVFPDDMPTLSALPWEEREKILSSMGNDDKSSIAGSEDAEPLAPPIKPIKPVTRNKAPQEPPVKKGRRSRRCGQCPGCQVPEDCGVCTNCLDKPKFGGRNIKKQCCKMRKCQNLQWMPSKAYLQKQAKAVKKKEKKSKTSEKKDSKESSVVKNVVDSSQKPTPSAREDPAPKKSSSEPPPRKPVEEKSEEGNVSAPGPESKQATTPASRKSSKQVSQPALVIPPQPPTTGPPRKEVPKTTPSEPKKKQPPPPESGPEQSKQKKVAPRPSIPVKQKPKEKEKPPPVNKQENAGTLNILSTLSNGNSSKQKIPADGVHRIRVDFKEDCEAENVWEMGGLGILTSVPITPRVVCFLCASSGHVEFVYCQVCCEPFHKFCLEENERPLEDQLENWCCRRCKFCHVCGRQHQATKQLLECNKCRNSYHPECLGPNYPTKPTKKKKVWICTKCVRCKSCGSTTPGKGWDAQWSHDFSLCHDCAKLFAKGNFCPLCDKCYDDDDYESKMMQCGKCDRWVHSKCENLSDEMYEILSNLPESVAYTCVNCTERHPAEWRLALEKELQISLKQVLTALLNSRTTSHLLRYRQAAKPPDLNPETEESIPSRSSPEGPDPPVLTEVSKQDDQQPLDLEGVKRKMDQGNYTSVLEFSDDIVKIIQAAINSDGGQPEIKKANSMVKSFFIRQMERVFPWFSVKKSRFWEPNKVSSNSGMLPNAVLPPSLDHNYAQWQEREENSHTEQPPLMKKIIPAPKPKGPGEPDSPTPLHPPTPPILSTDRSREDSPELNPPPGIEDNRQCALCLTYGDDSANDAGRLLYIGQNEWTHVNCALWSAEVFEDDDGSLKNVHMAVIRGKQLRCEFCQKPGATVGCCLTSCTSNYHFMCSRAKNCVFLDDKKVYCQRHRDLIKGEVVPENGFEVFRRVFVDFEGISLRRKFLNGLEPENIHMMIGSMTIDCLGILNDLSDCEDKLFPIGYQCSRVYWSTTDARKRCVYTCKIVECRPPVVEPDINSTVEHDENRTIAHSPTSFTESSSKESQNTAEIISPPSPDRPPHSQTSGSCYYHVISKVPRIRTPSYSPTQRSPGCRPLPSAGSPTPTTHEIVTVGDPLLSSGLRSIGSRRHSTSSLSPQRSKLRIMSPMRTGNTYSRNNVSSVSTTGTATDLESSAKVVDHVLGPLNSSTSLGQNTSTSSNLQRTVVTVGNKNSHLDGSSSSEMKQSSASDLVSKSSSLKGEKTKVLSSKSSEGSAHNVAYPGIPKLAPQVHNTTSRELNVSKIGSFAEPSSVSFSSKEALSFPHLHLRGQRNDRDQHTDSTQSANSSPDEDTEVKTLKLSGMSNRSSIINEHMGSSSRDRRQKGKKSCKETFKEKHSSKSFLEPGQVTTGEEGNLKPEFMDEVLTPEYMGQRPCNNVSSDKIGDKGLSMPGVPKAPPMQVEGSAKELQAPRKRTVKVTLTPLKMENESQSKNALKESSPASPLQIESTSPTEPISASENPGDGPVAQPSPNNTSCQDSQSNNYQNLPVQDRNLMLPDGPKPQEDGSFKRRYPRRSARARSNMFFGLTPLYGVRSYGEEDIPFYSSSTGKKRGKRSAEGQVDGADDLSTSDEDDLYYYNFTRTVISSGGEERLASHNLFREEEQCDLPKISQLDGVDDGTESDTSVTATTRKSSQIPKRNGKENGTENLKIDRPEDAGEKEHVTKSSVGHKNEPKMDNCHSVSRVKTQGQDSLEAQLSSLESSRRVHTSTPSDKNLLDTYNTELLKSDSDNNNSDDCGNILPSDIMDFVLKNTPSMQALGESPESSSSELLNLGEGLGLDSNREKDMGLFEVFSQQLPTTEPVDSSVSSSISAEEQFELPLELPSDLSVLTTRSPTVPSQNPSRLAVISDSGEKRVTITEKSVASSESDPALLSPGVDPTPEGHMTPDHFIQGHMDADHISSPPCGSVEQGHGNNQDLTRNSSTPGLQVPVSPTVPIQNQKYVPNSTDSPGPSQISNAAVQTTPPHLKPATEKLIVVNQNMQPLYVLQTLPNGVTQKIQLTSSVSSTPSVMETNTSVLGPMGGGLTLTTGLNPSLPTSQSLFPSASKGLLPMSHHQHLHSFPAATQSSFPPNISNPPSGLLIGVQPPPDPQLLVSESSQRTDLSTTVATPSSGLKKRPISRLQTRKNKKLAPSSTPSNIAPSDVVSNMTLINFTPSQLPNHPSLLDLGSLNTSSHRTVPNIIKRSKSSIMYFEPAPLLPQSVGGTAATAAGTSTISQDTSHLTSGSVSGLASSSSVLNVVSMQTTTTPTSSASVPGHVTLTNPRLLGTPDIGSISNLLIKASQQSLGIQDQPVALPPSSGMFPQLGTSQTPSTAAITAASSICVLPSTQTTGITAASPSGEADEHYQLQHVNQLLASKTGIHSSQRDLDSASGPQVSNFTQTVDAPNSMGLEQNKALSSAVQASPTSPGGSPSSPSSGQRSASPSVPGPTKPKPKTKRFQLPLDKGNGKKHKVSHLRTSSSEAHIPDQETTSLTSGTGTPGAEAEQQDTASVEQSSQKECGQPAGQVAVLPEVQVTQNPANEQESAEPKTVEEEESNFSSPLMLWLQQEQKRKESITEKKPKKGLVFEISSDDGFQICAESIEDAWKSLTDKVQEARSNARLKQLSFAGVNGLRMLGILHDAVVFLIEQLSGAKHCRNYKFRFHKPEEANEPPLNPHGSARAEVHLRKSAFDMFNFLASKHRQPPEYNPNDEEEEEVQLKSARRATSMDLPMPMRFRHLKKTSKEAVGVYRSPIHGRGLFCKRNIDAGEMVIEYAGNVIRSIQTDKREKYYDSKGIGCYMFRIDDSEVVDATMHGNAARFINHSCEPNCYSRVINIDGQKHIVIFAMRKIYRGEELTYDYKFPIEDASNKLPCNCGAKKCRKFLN
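Fluorescence polarization: 7 uM MLL-CXXC (stock) preincubated 5 min with compounds, then 50 nM fluorescein-HOX-A9 DNA (stock) added; 30 min ambient. Buffer 50 mM Tris-HCl pH 7.5, 50 mM NaCl, 1 mM DTT, 0.05% BSA.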
TCR activator: Activators of T cell receptors: qHTS campaign; primary human leukocytes, anti-CD3, IL-2 HTRF, 48 h; Potency, µM (titrated, usually from 9.22 µM), for the others: top-dose activation of IL-2 secretion, most hits filed as activators; 330,000 tested, under 10 active; AID 504894, 2011; further: % of control where 0% means no effect
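48 hr co-incubation of compounds, a-CD3 beads and primary human leukocytes; IL-2 quantified homogeneously by HTRF with anti-IL-2 K and d2 conjugates.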
The depositor's hits bear a star; ? = inconclusive; . = no result given; & = joins results of further samples; [ ] = remark or other dose. Unless noted, the call rests on the fitted dose curve; in most records, active means well fitted curve in the direction sought with a large enough effect; inconclusive means small, poorly fitted or top-dose-only effect, or another doubt; inactive means no such curve, though single readings can be large; an effect the other way counts as inactive or inconclusive.

SMILES	ASM inhibitor	PTAP TSG101 blk	Integrin act MD	MBNL1-CUG inh	AT treatment	Menin-MLL TR inh	Mito fusion yeast	TSHR antagonist	MLL CXXC-DNA inh	TCR activator
Nc1nc(Nc2cccc(Cl)c2)nc(NCCO)c1[N+](=O)[O-]	-15%	1%	-38%	?	5%	.	12%	-4	1%	3%
Cn1cnc(S(=O)(=O)NC2CCN(Cc3c(F)cccc3Cl)CC2)c1	0%	-1%	-4%	-3%	3%	.	-1%	-9	-4%	-1%
Cc1cc(F)ccc1S(=O)(=O)NCC1CC2CCC1C2 (centres undefined)	-3%	-2%	-59%	-5%	-6%	?	3%	12	7%	1%
COc1cc2c(cc1OC)C(C(=O)Nc1ccccn1)C(c1cccnc1)N(C)C2=O (centres undefined)	-2%	-10%	23%	-9%	-1%	-5%	2%	-1	-13%	.
O=C(COc1ccc(Cl)cc1Cl)Nc1ccc(C(=O)Nc2ccccc2C(=O)O)cc1	0%	-5%	-22%	-15%	2%	-5%	4%	-44	32%[activator]	-2%
CN(C)S(=O)(=O)c1ccc2c(c1)/C(=C/c1cc3c([nH]1)CCCC3)C(=O)N2	?	?	.	.	-11%	?	-75%&-8%[inhibitor]	-25&-7	?	-12%
O=C1/C(=N\S(=O)(=O)c2cccs2)C([n+]2ccccc2)=C([O-])c2ccccc21	0%	?	-29%	?	-4%	.	-5%	25	?	-5%
C/C(Cl)=C/Cc1c(C)[nH]c2ccc(C)cc2c1=O	-2%	0%	-8%	-1%	3%	24%	-1%	8	4%	1%
CCCCC(C)n1[nH]c(=O)cc1N (centres undefined)	1%	0%	-2%	-4%	0%	0%	0%	2	21%	2%
O=C(COC(=O)/C=C/c1ccc(F)cc1)NC1CCS(=O)(=O)C1 (centres undefined)	1%	-2%	8%	.	1%	.	-8%	-8	.	-1%
O=C(NCCCc1ccccc1)Nc1ccccc1	2%	-1%	-7%	.	2%	-2%	-1%	6	0%	-7%
CC(C)(C)C(=O)Nc1ccnc(-c2cccnc2)n1	.	.	.	-11%	-1%	3%	2%	-11	1%	.
CC(C)C[C@@H](CN)NC(=O)c1nc[nH]c1C(=O)N[C@@H](CC(C)C)C(=O)CNC[C@H](C)NC(=O)c1nc[nH]c1C(=O)N[C@@H](CC(=O)O)C(=O)O	4%	-2%	8%	.	.	.	.	.	.	-12%
COc1cc(-c2nc3ccc(C)cn3c2NCc2ccccc2)ccc1-c1cccc(Cl)c1	378%[activator]	-1%	14%	.	?	.	.	-37	.	0%
O=C(CCc1ccc(S(=O)(=O)N2CCOCC2)cc1)NCCc1ccccn1	3%	-7%	-3%	1%	2%	-8%	-2%	2	0%	3%
CCC(=O)Nc1nnc(S(=O)(=O)N2CCCc3ccccc32)s1	1%	-3%	-9%	-2%	7%	13%	0%	5	-4%	5%
COc1cc(CN(C(=O)c2cccs2)C2CCS(=O)(=O)C2)cc(OC)c1OC (centres undefined)	0%	1%	30%	2%	-2%	-8%	-4%	-9	4%	5%
O=C(Nc1ccc2nc3ccccc3nc2c1)c1ccc(Br)cc1	3%	-1%	-3%	-18%	-4%	-1%	6%	21	-2%	5%[46.1 µM]
COc1ccccc1NC(=O)NC1(C(=O)N2CCOCC2)CCCCC1	2%	-2%	-8%	-3%	7%	10%	4%	0	-4%	1%
COc1ccccc1NC(=O)CN(Cc1ccco1)C(=O)c1ccc(=O)[nH]c1	-2%	-3%	3%	3%	-19%	.	0%	-3	-7%	-12%
COc1ccc(C(=O)NC2CCCCCCC2)cc1OC	0%	-1%	-2%	.	.	.	.	.	.	5%
Cc1ccc(NC(=O)c2oc3ccc(Br)cc3c2C)cc1S(=O)(=O)N1CCOCC1	-18%	-8%	29%	.	.	.	.	.	.	-3%
COC(=O)c1c(C(=O)OC)c(-c2ccc(F)cc2)n2c1CS(=O)(=O)C2	1%	0%	-4%	1%	-10%	-1%	5%	-2	-14%	-5%
Cc1cccc(NC(=O)CSc2nnc(CNC(=O)c3ccco3)o2)c1C	1%	-1%	-14%	-2%	0%	.	-2%	-2	0%	3%
Cc1nc(-c2cccc(N)c2)cs1	6%	-4%	-4%	2%	15%	7%	3%	-6	-8%	3%
CCNc1nc2c(c(=O)[nH]c(=O)n2C)n1CCCc1ccccc1	0%	-6%	-32%	-12%	7%	-4%	1%	5	-1%	-1%
COc1ccc(C(C)=O)cc1CSc1nc2cc(Cl)ccc2o1	-7%	2%	-9%	3%	13%	9%	3%	-18	5%	-1%
S=c1[nH]nc(-c2ccc3ccccc3n2)n1Cc1ccccc1	.	-7%	3%	.	-2%	-9%	7%	-10	3%	-5%[46.1 µM]
Nc1nnc(CC(=O)N/N=C/c2ccccc2OCc2ccccc2F)s1	4%	-4%	1%	-2%	8%	.	1%	-3	-3%	1%
Cc1cc(C)c(NC2=NCC(=O)N2C2CCCCC2)c(C)c1	1%	-4%	14%	-7%	-2%	?	3%	6	-6%	-3%
CC(N)(C(=O)O)c1ccc(C(=O)O)cc1 (centres undefined)	.	.	.	.	.	-2%	-11%	-16	-6%	.
COc1ccc(-n2ncc3c2CC(C)(C)CC3NC(=O)CSc2ccccn2)cc1 (centres undefined)	-1%	-2%	13%	-2%	14%	?	2%	4	-1%	1%
CC(=O)Nc1c2c(nn1-c1ccccc1C)CSC2	7%	-4%	-4%	-5%	-2%	8%	4%	-17	1%	-1%
Cc1ccc(-n2ncc(N(C)C)c(Cl)c2=O)cc1	6%	-3%	16%	?	9%	.	2%	-7	0%	-7%
COc1ccc(NS(=O)(=O)c2ccc(S(=O)(=O)N(C)C)cc2)cc1S(N)(=O)=O	4%	1%	30%	0%	1%	-4%	-2%	14	-1%	6%
Cc1ccc(NC(=O)CN(C)C(C)C(=O)N2CC(C)CC(C)C2)cc1 (centres undefined)	3%	0%	-14%	.	13%	.	1%	17	.	3%
CCNC(=S)N/N=C/c1ccc(OCCOc2ccccc2C)cc1	4%	-2%	22%	-5%	-2%	?	-3%	-6	6%	-6%
O=C(Nc1ccc(F)c(Cl)c1)C1CCN(S(=O)(=O)c2cccnc2)CC1	1%	-1%	-2%	15%	-1%	3%	-1%	-9	-8%	4%
O=C(O)c1ccc(N/N=C/c2cccc(F)c2)cc1	7%	0%	-17%	.	3%	?	15%	17	-3%	1%[46.1 µM]
CC1CCN(C(=O)COC(=O)C2CCN(S(=O)(=O)c3ccc4c(c3)OCCO4)CC2)CC1	-1%	1%	32%	.	-7%	.	1%	7	.	0%
O=C(CNC(=O)c1ccco1)NNC(=O)c1cccc(Cl)c1	5%	-4%	-16%	.	12%	.	.	.	.	-4%
CCC(C)[C@H](NC(=O)NCc1cccs1)C(=O)O (some centres undefined)	6%	0%	3%	10%	3%	1%	-6%	-1	1%	-2%
COc1ccccc1NS(=O)(=O)c1cc(NC(=O)CNC(=O)c2ccccc2)ccc1C	-5%	-4%	3%	.	-1%	-15%	-1%	-15	-6%	-2%[46.1 µM]
CC(=O)Nc1ccc(N(C(=O)c2ccco2)C(C(=O)NC2CCCCC2)c2ccccc2)cc1 (centres undefined)	9%	-1%	-53%[inhibitor]	-1%	-6%	-9%	7%	4	5%	-3%
CCOc1ccc(C(=O)OCc2nnc(-c3cccs3)o2)cc1OC	-3%	-4%	6%	8%	2%	1%	3%	1	0%	1%
CC(=O)Nc1cccc(Oc2nc(C)cc(C)c2C#N)c1	4%	0%	9%	?	4%	3%	5%	3	1%	3%
O=S(=O)(Nc1ncnc2c1oc1ccccc12)c1ccc(Cl)s1	-2%	-7%	13%	-6%	3%	4%	5%	1	-14%	-3%
COc1ccccc1NC(=O)c1sc2ncn(Cc3cccc(C)c3)c(=O)c2c1C	17%	-4%	8%	12%	-3%	-16%	-1%	2	18%	-1%
CCOC(=O)/C=C1\NC(C)(C)Cc2cc(OC)c(OC)cc21	7%	-5%	20%	1%	1%	9%	-4%	10	4%	0%

Screens from PubChem.

The list is partial; the hit share may differ from the screen's.
